KCNQ2 block – KCNQ2 potassium channel inhibitors, primary screen, cell-based, CHO-K1, FluxOR thallium flux, B-score (AID 2156); 20 min; active compounds read low; Potassium voltage-gated channel subfamily KQT member 2 (Rattus norvegicus), O88943; B-score at 10 µM; 310,000 tested, 1.1% active;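 active = fluorescence ratio B-score at most minus 3 library SDs, with starting brightness B-score within 2 library SDs, cut at about -5.5 in these data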
OX1R FRET antag – antagonists of human orexin 1 receptor (OX1R); Orexin/Hypocretin receptor type 1 (Homo sapiens), O43613; OX1R-expressing cells, FRET antagonist read-out; inhibition, % at 6.6 µM; 330,000 tested, 1.8% active; AID 485270, 2010; in the data active = inhibition mostly above about 38%, no sharp cut-off; inactive = mostly below about 40%;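 also: 0% = agonist challenge alone and 100% = reference antagonist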
Target sequence (O43613 whole entry, looked up): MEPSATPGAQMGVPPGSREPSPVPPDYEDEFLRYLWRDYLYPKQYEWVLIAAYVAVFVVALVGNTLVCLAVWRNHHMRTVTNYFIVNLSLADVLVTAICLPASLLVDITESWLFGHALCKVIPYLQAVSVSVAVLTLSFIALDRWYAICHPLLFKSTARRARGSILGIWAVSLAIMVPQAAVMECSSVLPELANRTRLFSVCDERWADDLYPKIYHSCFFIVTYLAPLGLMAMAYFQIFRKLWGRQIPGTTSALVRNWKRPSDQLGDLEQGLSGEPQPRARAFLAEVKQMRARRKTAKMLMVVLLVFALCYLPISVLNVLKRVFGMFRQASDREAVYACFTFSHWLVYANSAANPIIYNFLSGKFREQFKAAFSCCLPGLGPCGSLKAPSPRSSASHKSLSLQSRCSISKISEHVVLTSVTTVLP
STK33 kinase inh – inhibitors of purified STK33 kinase, primary screen, biochemical, ADP-Glo luminescence, homogeneous, cell-free; MBP phosphorylation; inhibition, % at 10 µM; 320,000 tested, 0.073% active;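 active = inhibition at or above 25%, using the most active replicate where run in duplicate; inactive = inhibition below 25%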
Target sequence (Q9BYT3 whole entry, looked up): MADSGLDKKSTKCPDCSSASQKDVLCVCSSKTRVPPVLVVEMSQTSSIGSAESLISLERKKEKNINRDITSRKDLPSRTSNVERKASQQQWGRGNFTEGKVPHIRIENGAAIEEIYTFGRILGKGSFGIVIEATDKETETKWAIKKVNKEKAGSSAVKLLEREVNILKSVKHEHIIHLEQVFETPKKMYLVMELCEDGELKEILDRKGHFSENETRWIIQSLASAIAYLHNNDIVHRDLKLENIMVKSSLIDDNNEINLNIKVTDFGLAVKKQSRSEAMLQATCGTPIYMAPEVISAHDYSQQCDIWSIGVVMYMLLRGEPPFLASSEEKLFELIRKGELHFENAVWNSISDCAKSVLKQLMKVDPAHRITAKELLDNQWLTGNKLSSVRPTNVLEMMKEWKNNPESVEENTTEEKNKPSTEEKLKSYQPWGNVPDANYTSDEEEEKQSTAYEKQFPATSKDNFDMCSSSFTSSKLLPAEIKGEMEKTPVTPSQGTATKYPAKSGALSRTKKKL
An asterisk follows results filed as active; i = inactive; / = not tested or not shown.

nr	molecule	OX1R FRET antag	STK33 kinase inh	KCNQ2 block
1	COc1ccc(CN(C(=O)c2oc3ccc(F)cc3c2C)C2CCS(=O)(=O)C2)cc1 (stereo not drawn)	11	-0.2	i
2	O=C1NCCN(Cc2c(F)cccc2Cl)C1CC(=O)N1CCCO1 (stereo not drawn)	8	1.0	i
3	O=C(CP(=O)(CO)CO)c1ccc(Cl)cc1	2	-1.9	i
4	Cc1cc2cc(C(c3nnnn3C3CCCC3)N(Cc3cccnc3)Cc3ccco3)c(=O)[nH]c2cc1C (stereo not drawn)	4	1.3	-6*
5	COC(=O)[C@H]1C[C@@H]1[C@H](NS(=O)(=O)c1ccccc1)c1ccccc1	30	0.7	i
6	CC1=C(C(=O)OC2CCCCC2)C(c2cccnc2)n2ncnc2N1 (stereo not drawn)	14	-1.7	i
7	CCC(C(=O)O)P(=O)(c1ccc(Cl)cc1)c1ccc(Cl)cc1 (stereo not drawn)	10	-1.3	i
8	COc1ccccc1CCCNC(=O)C1CCC(=O)N(CCc2ccc(Cl)cc2)C1 (stereo not drawn)	9	-0.9	i
9	Cc1ncc(CO)c(/C=N/NC(=O)c2ccc(O)cc2)c1O	3	3.3	i
10	CC12COC3(C(=O)N4CCN(c5ccccn5)CC4)CC1CCC32C (stereo not drawn)	21	0.2	i
11	CCC(C)[C@H]1COCCS(=O)(=O)N1Cc1ccccc1F (stereo partly drawn)	-2	-1.0	i
12	COc1ccc(C)cc1NC(=O)CN(c1ccc(C)cc1)S(C)(=O)=O	13	0.3	i
13	COc1cc(/C=C2/N=C(c3ccccc3)OC2=O)c(F)cc1OCc1ccccc1	3	0.3	i
14	CCOc1ccc(CCNC(=O)c2cccc(C#N)c2)cc1OCC	17	0.6	i
15	CCN(Cc1cc(=O)[nH]c2ccccc12)C(=O)C(C)C	16	-2.2	i
16	Cc1sc2nc(SCC(=O)NCCOCCO)n(C)c(=O)c2c1C	7	0.4	i
17	CC(C)CN(CCNC(=O)CN1N=C(c2ccc(Cl)cc2)CCC1=O)CC(C)C	-3	-0.2	i
18	COC(=O)[C@H]1[C@H]2C[C@@H]3c4[nH]c5cc(OC)ccc5c4CCN3C[C@H]2C[C@@H](OC(=O)/C=C/c2cc(OC)c(OC)c(OC)c2)[C@@H]1OC	11	-1.2	/
19	COc1ccccc1N1CCN(C2CCN(C(=O)c3cccc(F)c3)CC2)CC1	2	-0.1	i
20	Cc1ccc(C(=O)Nc2cccnc2)cc1[N+](=O)[O-]	14	-1.1	i
21	COC(=O)CCCC[C@H]1SC[C@H]2NC(=O)N[C@]21O	20	-3.0	i
22	CN(C)c1ccc(NC(=O)CN2C3CCCC2CC(NC(=O)c2ccccc2)C3)cc1 (stereo not drawn)	4	0.2	i
23	CCSc1nnc(NC(=O)NCC(F)(F)F)s1	0	0.1	i
24	COc1ccc(NS(=O)(=O)c2cccc(C(=O)O)c2)cc1S(=O)(=O)N1CCCCC1	6	-1.0	/
25	Nc1nc(SCc2ccc(F)cc2)ns1	9	0.0	i
26	Cc1ccc(-c2nnn(CC(=O)NCC3COCCO3)n2)o1 (stereo not drawn)	14	-1.2	i
27	Cc1cccc(C(=O)NC(=S)N2CCN(c3ccc([N+](=O)[O-])cc3)CC2)c1	20	-2.3	i
28	CCCCCCN1C(=O)C(O)=C(C(C)=O)C1c1ccc(Cl)cc1 (stereo not drawn)	35	-2.3	i
29	COc1ccc(N2CCN(C(=O)C(NC(=O)c3c(F)cccc3F)C(C)C)CC2)cc1 (stereo not drawn)	8	-0.6	i
30	Cc1cc(C)c2ccc(C)[n+]([O-])c2c1O	19	-0.5	i

Records listed above marked active in KCNQ2 block:
nr	molecule	OX1R FRET antag	STK33 kinase inh	KCNQ2 block
4	Cc1cc2cc(C(c3nnnn3C3CCCC3)N(Cc3cccnc3)Cc3ccco3)c(=O)[nH]c2cc1C (stereo not drawn)	4	1.3	-6*

More compounds.
nr	molecule	OX1R FRET antag	STK33 kinase inh	KCNQ2 block
31	O=C(c1ccccc1)c1ccc(CN2C(=O)c3ccccc3C2=O)o1	15	-1.0	i
32	CCCn1c(NCc2ccc(C)o2)nc2ccccc21	14	0.7	i
33	COc1cccc(N2C(=O)C(Cc3c[nH]c4ccccc34)NC2=S)c1 (stereo not drawn)	22	1.6	i
34	CN1CCN(CCc2nc3cc(NC(=O)COc4ccc(Cl)cc4)ccc3n2C)CC1	8	-0.6	i
35	CN(C)S(=O)(=O)c1ccc(C(=O)Oc2ccccc2)cc1	11	-1.8	i
36	O=C(Nc1cccc(Cl)c1)Nc1cnccn1	1	-1.6	i
37	NC(=O)N/N=C\c1cc(Br)ccc1O	1	5.8	i
38	CN(C)c1ccc(CNC(=O)CN(C)S(=O)(=O)c2ccc3c(c2)c(=O)n(C)c(=O)n3C)cc1	11	-2.4	i
39	C=C(C)Cn1c(C2CC(=O)N(Cc3ccccc3)C2)nc2ccccc21 (stereo not drawn)	8	0.3	i
40	COc1ccc(NC(=O)Cn2nc(C(=O)O)c3ccccc3c2=O)cc1OC	23	-0.3	i
41	O=C1CCN(S(=O)(=O)c2ccccc2)CCN1CCOCc1cccc(F)c1	15	-0.3	i
42	CCc1c(C)sc(NC(=O)c2ccco2)c1C(=O)N1CCCCC1	7	0.1	i
43	CCc1ccc(NC(=O)C(C)OC(=O)/C=C/c2ccc(O)c(OC)c2)cc1 (stereo not drawn)	4	-1.0	/
44	CCN1C(=O)[C@@H]2[C@@H](c3ccc(-c4ccc(Cl)c(Cl)c4)cc3)N3CCC[C@@]3(C(=O)OC)[C@@H]2C1=O	6	0.0	/
45	O=C(CN1CCCC1)Nc1ccc(OC(F)(F)F)cc1	6	-0.4	i

Whole records from above.
CN1CCN(CCc2nc3cc(NC(=O)COc4ccc(Cl)cc4)ccc3n2C)CC1 as listed: OX1R FRET antag = 8; STK33 kinase inh = -0.6; KCNQ2 block = i
NC(=O)N/N=C\c1cc(Br)ccc1O as listed: OX1R FRET antag = 1; STK33 kinase inh = 5.8; KCNQ2 block = i

Next structures follow.
nr	molecule	OX1R FRET antag	STK33 kinase inh	KCNQ2 block
46	O=C(Nc1nnc(S(=O)(=O)N2CCCC2)s1)c1ccccc1Br	10	-0.3	i
47	COc1ccc(CCNC(=O)c2cc3c(cc2Cl)N2CCCCCC2=NS3(=O)=O)cc1	9	-1.2	i
48	CN(C)NC(=S)NC(=O)C12CC3CC(CC(C3)C1)C2	16	0.5	i
49	CCc1ccccc1NC(=O)CN1CCN(C(=O)CNC(=O)c2ccccc2F)CC1	3	-0.2	/
50	O=C(O)c1ccc(Cl)c(S(=O)(=O)Nc2ccccc2Cc2ccccc2)c1	26	-1.4	i
51	CC(C)N(C(=S)Nc1cccc(C(F)(F)F)c1)C(C)c1ccccn1 (stereo not drawn)	13	-0.7	i
52	COc1ccc2[nH]c(=O)c(CN(Cc3cccs3)C(=S)Nc3cccc(C)c3)cc2c1	14	0.1	i
53	CC1CCCCN1CCCNC(=O)c1ccc2nc(N3CCCCC3)sc2c1 (stereo not drawn)	11	-1.9	i
54	CCn1cc(CN2CCN(C)C(CCO)C2)c2ccccc21 (stereo not drawn)	18	-0.5	i
55	O=c1ccnc(SCn2nnc3ccccc3c2=O)[nH]1	18	-0.3	i
56	C/C(=N\OC(=O)Nc1ccc(Cl)cc1)c1ccc(F)c(F)c1	-10	0.2	i
57	O=c1[nH]c(SCc2ccc(F)cc2)nc2c1cnn2-c1ccc(F)cc1	12	-0.2	i
58	O=C(NCc1ccco1)C1CCCN1C(=O)Nc1ccccc1Cl (stereo not drawn)	11	/	i
59	CCOC(=O)C1CCN(Cc2nc3ccccc3c(=O)n2-c2ccc(F)cc2)CC1	25	-1.2	i
60	Cc1nc(NC(=O)c2ccccc2)sc1-c1csc(NCc2ccco2)n1	53*	/	i
61	O=C(NCc1cccnc1)Nc1cccc(NC(=O)NCc2cccnc2)c1F	0	-7.4	i
62	O=C(Cc1ccccc1)Nc1c2c(nn1-c1cccc(Cl)c1)CS(=O)(=O)C2	5	6.3	i
63	CC(=O)Nc1ccc(S(=O)(=O)NC(C)C(=O)NC(C)c2ccccc2)cc1 (stereo not drawn)	29	0.1	i
64	COc1cc(NC(=O)CNc2cccc(S(=O)(=O)N3CCCC3)c2)cc(OC)c1	48	-0.3	i
65	O=S(=O)(c1cccc(-c2nnc(-c3ccc(Br)cc3)o2)c1)N1CCCCCC1	8	-2.1	i
66	Cn1c(=O)c2c(nc(SCc3ccccc3F)n2C)n(C)c1=O	3	-0.5	i
67	O=C(NCC(c1ccco1)N1CCc2ccccc2C1)C(=O)Nc1ccc(F)cc1F (stereo not drawn)	21	-0.2	-6.7*
68	Cc1cc(C)n(CC(=O)n2nc(C)cc2C)n1	15	-0.2	i
69	O=C(O)/C=C/C(=O)Nc1cccnc1	7	0.0	/
70	Cc1cc(C)c2c(N)c(C(=O)NN)sc2n1	74	-1.4	i
71	NC(=O)CN1C(=O)/C(=c2\sc3nc(=O)c(Cc4ccccc4)nn3c2=O)c2ccccc21	14	-0.6	i
72	COC(=O)C1=C(C)NC(=O)CC1c1ccccc1 (stereo not drawn)	7	-0.4	i
73	CN(C)C(=O)Cn1c(SCC(=O)N2CCCc3ccccc32)nc2ccccc21	45	1.4	i
74	COc1ccc(N2CCN(C(=O)c3ccccc3N(C)S(=O)(=O)c3ccccc3)CC2)cc1	31	-0.8	i
75	CC(C)NC(=O)CC1(C(=O)NCc2ccc(Cl)cc2)CCCC1	6	-0.4	i
76	CS(=O)(=O)c1ccc2nc(NC(=O)C3COc4ccccc4O3)sc2c1 (stereo not drawn)	31	1.4	i
77	O=C1CN(C(=O)COC(=O)Cc2ccsc2)c2ccccc2N1	12	-1.7	i
78	Cc1ccsc1-c1nc(CSCC(=O)NCc2ccc3c(c2)OCO3)c(C)o1	40*	0.5	i
79	COc1cc2ccccc2cc1C(=O)Nc1ccc(N2CCN(C)CC2)cc1	8	1.1	i
80	O=C1CSC(c2ccccc2)N1c1cccnc1 (stereo not drawn)	4	-0.2	i
81	Cc1ccccc1OCCN1CCC(Cc2ccccc2)CC1	5	-2.3	i
82	Cc1cc(C(=O)CC#N)c(C)n1-c1ccc(OC(F)F)cc1	13	1.4	i
83	Cc1c(N=Cc2ccco2)c(=O)n(-c2ccccc2)n1C	1	0.8	i
84	O=C(C1=C[C@H](C2CC2)C[C@H](OCCCCO)O1)N1CCOCC1	14	0.0	i
85	Cc1ccsc1C(=O)OCC(=O)N1CC(C)CC(C)C1 (stereo not drawn)	1	0.4	/
86	COc1cccc(NS(=O)(=O)c2nc3nc(C)cc(C)n3n2)c1	16	-0.9	i
87	CCCN=C(C)C1=C(O)c2ccccc2C1=O	19	0.8	i
88	COC(=O)C1CCN(C(=O)c2ccc(OC)c(S(=O)(=O)N3CCCc4ccccc43)c2)CC1	6	0.3	/
89	CC1CCN(C(=O)Cn2ncc3c4ccccc4n(C)c3c2=O)CC1	-5	-1.6	i
90	Cc1cc[n+](-c2ccccc2)c2ccccc12	29	-0.7	i

5 entries from above, with the structure last:
| no. | OX1R FRET antag | STK33 kinase inh | KCNQ2 block | Structure |
| --- | --- | --- | --- | --- |
| 19 | 2 | -0.1 | i | COc1ccccc1N1CCN(C2CCN(C(=O)c3cccc(F)c3)CC2)CC1 |
| 34 | 8 | -0.6 | i | CN1CCN(CCc2nc3cc(NC(=O)COc4ccc(Cl)cc4)ccc3n2C)CC1 |
| 17 | -3 | -0.2 | i | CC(C)CN(CCNC(=O)CN1N=C(c2ccc(Cl)cc2)CCC1=O)CC(C)C |
| 90 | 29 | -0.7 | i | Cc1cc[n+](-c2ccccc2)c2ccccc12 |
| 87 | 19 | 0.8 | i | CCCN=C(C)C1=C(O)c2ccccc2C1=O |

(list continues)
nr	molecule	OX1R FRET antag	STK33 kinase inh	KCNQ2 block
91	C[C@H](CO)N1C[C@H](C)[C@@H](CN(C)S(=O)(=O)c2cccs2)Oc2ccc(NC(=O)c3ccncc3)cc2C1=O	5	0.6	/
92	Cc1cc(C)c[n+](CC(=O)c2ccc(C)c([N+](=O)[O-])c2)c1	12	-1.7	i
93	O=S(=O)(NCCCc1ccccc1)c1ccccc1	18	-1.4	i
94	COc1cc([N+](=O)[O-])ccc1NC(=O)/C=C\C(=O)O	44	-0.4	i
95	O=[N+]([O-])c1cccc(/C=N/Nc2ccccn2)c1	22	-2.0	i
96	COC(=O)CCC(=O)c1oc2ccc(Br)cc2c1N	14	-0.4	i
97	COc1ccc(CNC(=O)COc2cccnc2[N+](=O)[O-])cc1	7	-3.6	i
98	COc1ccc(C(NC(=O)c2ccc(F)cc2)c2ccccc2)cc1 (stereo not drawn)	17	0.1	i
99	CCOC(=O)C1C(=O)CC(C)(O)C(C(=O)OCC)C1c1ccc(NC(C)=O)cc1 (stereo not drawn)	9	-2.2	i
100	CC(Sc1nnnn1C)C(=O)Nc1nc(-c2ccc(F)c(F)c2)cs1 (stereo not drawn)	21	1.2	/
101	CC(C)CN1C(=O)c2ccc(NC(=O)Cc3ccccc3)cc2C1=O	12	-2.6	i
102	Cn1c(=O)oc2cc(S(=O)(=O)N3CCCCC3)ccc21	-4	0.6	i
103	COc1ccc(NC(=O)N2CCCC(c3nc(-c4ccc(F)cc4)no3)C2)cc1 (stereo not drawn)	7	-2.8	i
104	Cc1cccc(NC(=S)c2nc3ccccc3s2)c1	24	-1.0	i
105	CN1C(=O)NC(c2ccccc2)C2=C1CN(Cc1ccco1)C2=O (stereo not drawn)	4	-1.5	i
106	Cc1[nH]c2ccccc2c1/C=N/NC(=O)c1cccc(F)c1	13	-0.4	i
107	COc1ccc(-c2nc(C3CCCCC3)c3cc(OC)ccc3n2)cc1	11	-0.1	i
108	COC(=O)c1ccc(CSc2ncnc3c2oc2ccccc23)o1	11	0.0	i

Compound activity deposited in PubChem by several laboratories.
